# Assay outcomes deposited in PubChem by National Center for Advancing Translational Sciences (NCATS).
# RXFP1 ag – agonists of human relaxin receptor RXFP1; Q9HBX9; HEK293T-RXFP1 cAMP TR-FRET, 30 min; response scale: percent of porcine relaxin response, buffer zero; Potency, µM (titrated, usually from 57.5 µM), inactives show at the highest dose activation, hits mostly activators; actives 0.3% (n = 370,000); AID 2676; note: potency is the fitted concentration of half-maximal effect; % is set by controls: 0 for no effect and ±100 for the full control effect; nearly all actives have a fitted effect of over 60% in size; many of its hits are not listed in these tables
#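 HEK293 cells stably expressing RXFP1, treated 30 min at 37C with compounds plus PDE4 inhibitor Ro 20174; cAMP measured by HTRF TR-FRET. Normalized to buffer and 29 nM porcine relaxin; EC50 by Hill fit.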
# D1 agonist – activates the human D1 dopamine receptor; P21728; HEK293 T-REx D1 cells, calcium flux, agonist mode; activation, % at 2 µM; actives 1% (n = 360,000); in the data active = activation above about 30%; note: 0% is about no effect
# Target sequence (P21728 whole entry, looked up): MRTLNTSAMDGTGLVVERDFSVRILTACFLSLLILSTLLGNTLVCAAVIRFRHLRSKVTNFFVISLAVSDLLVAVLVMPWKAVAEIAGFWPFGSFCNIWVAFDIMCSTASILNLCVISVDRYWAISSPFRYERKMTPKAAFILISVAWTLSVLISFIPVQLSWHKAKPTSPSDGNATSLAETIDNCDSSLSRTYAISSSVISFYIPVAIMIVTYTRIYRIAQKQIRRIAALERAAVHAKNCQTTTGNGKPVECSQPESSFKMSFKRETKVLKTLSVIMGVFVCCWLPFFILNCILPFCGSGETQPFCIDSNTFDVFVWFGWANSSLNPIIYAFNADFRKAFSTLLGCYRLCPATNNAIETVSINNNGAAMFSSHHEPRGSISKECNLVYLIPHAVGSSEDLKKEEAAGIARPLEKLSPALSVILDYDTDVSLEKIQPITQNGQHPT
#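 Agonism was scored from calcium flux recorded over 180 s (1 read/s) after pintool compound addition, following a 10-cycle baseline. Cells were inducible force-coupled HEK293 TREx D1, plated overnight at 30 C and loaded with no-wash calcium dye.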
# Apoferritin bind – binds horse apoferritin like a general anesthetic; apoferritin/1-aminoanthracene competitive binding, fluorescence; Potency, µM (series often up to 77.5 µM), without a hit: at the top dose activity change, negative = displacement, most hits filed as inhibitors; actives 0.074% (n = 350,000); note: potency is the fitted concentration of half-maximal effect; % is set by controls: 0 for no effect and ±100 for the full control effect; nearly all actives have a fitted effect of over 20% in size
#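 Apoferritin-based anesthetic binding model; compound displacement of fluorescent 1-AMA measured as endpoint fluorescence after 10 minutes at room temperature, scaled to free-ligand and complex controls.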
# D1 antag – human D1 dopamine receptor antagonism; actives 3.2% (n = 360,000); activity change, negative = inhibition, % at 10 µM; HEK293 TREx D1 cells, calcium flux, dopamine EC80; active compounds read low; P21728; in the data active = activity change below about -30%; note: % is set by controls: 0 for no effect and ±100 for the full control effect
#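 Compound effects on dopamine-evoked calcium signalling were measured in tetracycline-induced HEK293 Trex D1 cells. Dopamine at EC80 followed a 180 s compound pre-read, and fluorescence was tracked kinetically for 180 s more.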
# TRHR agonist – agonists of human TRH receptor. TRHR cells, calcium flux fluo-8, FDSS agonist mode. P34981. AID 493084. activation, % at 2 µM. actives 0.18% (n = 360,000); in the data active = activation above about 30%; note: 0% is about no effect
#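 Fluo-8-loaded TRHR cells; 10 s baseline, compound added, kinetic Ca2+ fluorescence read 1/s, agonist mode.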
# D1 potentiator – human D1 dopamine receptor positive modulation | potentiation, % at 10 µM | HEK293 TREx D1 cells, calcium flux, dopamine EC20 potentiation | actives 0.036% (n = 360,000) | P21728 | AID 504651; in the data active = potentiation above about 30%; note: 0% is about no effect
# RXFP1 antag – antagonists of human relaxin receptor RXFP1; Q9HBX9; actives 0.59% (n = 350,000); HEK293-RXFP1, relaxin-stimulated cAMP HTRF, 30 min; active compounds read low; AID 1259400; activity change, negative = inhibition, % at 57.5 µM;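 active = activity change of -60% or lower, but not beyond a set lower limit; inconclusive = change between -60% and -40%, or beyond the set limit; inactive = change above -40%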; note: % is set by controls: 0 for no effect and ±100 for the full control effect
# TRHR enhancer – allosterically enhances the human TRH receptor; AID 493056; TRHR cells, fluo-8 calcium fluorescence, EC20 TRH enhancement; enhancement, % at 2 µM; P34981; actives 0.66% (n = 360,000); in the data active = enhancement above about 30%; note: 0% is about no effect
#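 TRHR-expressing cells loaded with fluo-8 calcium dye were read kinetically (ex 480/em 530) during compound addition, then stimulated with an EC20 of TRH (10 nM final). Enhancement of the Gq-mediated intracellular calcium response was scored.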
# D2 potentiator – D2 dopamine receptor (human) potentiation | P14416 | HEK293 T-REx D2, calcium flux, EC20 dopamine potentiation | potentiation, % at 10 µM | actives 0.34% (n = 340,000);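 active = potentiation over 3 SD above the plate norm, cut at about 30% in these data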; note: 0% is about no effect
# Target sequence (P14416 whole entry, looked up): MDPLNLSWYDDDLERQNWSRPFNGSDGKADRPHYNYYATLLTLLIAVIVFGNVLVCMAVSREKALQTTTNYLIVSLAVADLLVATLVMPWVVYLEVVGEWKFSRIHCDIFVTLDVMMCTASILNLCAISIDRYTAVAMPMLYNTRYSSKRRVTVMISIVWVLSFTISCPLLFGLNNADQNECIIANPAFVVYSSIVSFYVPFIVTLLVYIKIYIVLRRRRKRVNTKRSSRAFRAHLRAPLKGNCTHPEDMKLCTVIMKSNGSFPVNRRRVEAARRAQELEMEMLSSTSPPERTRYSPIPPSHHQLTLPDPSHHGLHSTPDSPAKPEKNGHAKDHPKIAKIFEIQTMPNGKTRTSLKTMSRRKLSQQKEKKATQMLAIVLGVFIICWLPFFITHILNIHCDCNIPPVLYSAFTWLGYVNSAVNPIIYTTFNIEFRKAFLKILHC
#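 Calcium flux readout, no-wash dye, 1 read/s. Inducible HEK293 Trex D2 line, overnight 30 C. Compound alone 180 s (agonist flags), then EC20 dopamine, another 180 s to score potentiation.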
# * hit, by the source's call; ? = inconclusive; nt = no result given; [ ] = another dose, or the depositor's remark. Unless noted, calls come from the whole dose curve; as a rule, active = well fitted curve in the direction sought with a large enough effect; inconclusive = small, poorly fitted or top-dose-only effect, or another doubt; inactive = no such curve, though single readings can be large; an effect the other way counts as inactive or inconclusive. Only part of the results is shown. The share of hits here may be higher or lower than overall.
# Order of results: TRHR agonist	D2 potentiator	D1 potentiator	TRHR enhancer	Apoferritin bind	D1 agonist	RXFP1 antag	RXFP1 ag	D1 antag
S=C(Nc1ccc(CN2CCCCC2)cc1)Nc1cccc(Cl)c1Cl
  0.9	-25	-4	4	?	3	-7	1.7%	11
Nc1nc(-c2ccc([N+](=O)[O-])cc2)c(C(=O)Nc2ccc(Cl)cc2)s1
  -0.6	-3	-1	17	-3%	1	-3	3.1%	1
CC1c2ccccc2SC(CCCN(C)C)c2ccccc21 (stereo not drawn)
  1.5	-27	-1	5	-4%	48*	-34	0.7%	-48*
CCCOC(=O)Cc1c(O)c2ccccc2[nH]c1=O
  0.3	9	2	7	-7%	2	-4	1.1%	-10
Cn1c(=O)c2c(nc(CN3CCN(C(=O)c4ccco4)CC3)n2Cc2cccc(Cl)c2)n(C)c1=O
  -0.7	-12	-4	-1	-18%	2	-9	4.8%	5
O=C(Nc1nc(-c2ccc(Cl)s2)cs1)c1ccncc1
  -0.6	0	-2	8	-17%	21	7	-1.0%	-11
CC1(C)CCC(=O)N2CC[C@H]3C[C@H](OC(=O)Nc4ccc(Br)cc4)C[C@@H]1[C@H]32
  1.3	-5	-9	-2	2%	11	nt	0.4%	-6
CCCC[C@]12Cc3ccccc3[C@H](O1)C1=C(O2)C(=O)c2ccccc2C1=O
  -0.1	nt	-3	-1	-5%[15.3 µM]	2	nt	0.3%[11.5 µM]	2
CC(C)C(c1nnnn1C1CCCC1)N1c2ccccc2CC1C (stereo not drawn)
  -1.0	7	-6	12	-3%	1	-1	0.9%	-2
Cc1cc(C)c(NC(=O)c2cc(CN3CCOCC3)on2)c(C)c1
  0.1	11	-1	5	10%	0	-3	-1.6%	-6
c1ccc(N2CCN(c3cnc4ccccc4n3)CC2)cc1
  -0.9	3	-4	0	?	4	-4	-0.4%	-6
CC1=NN(C(N)=S)C(=O)C1N=Nc1ccc(Cl)cc1Cl (stereo not drawn)
  -2.2	25	-13	-6	-18%	9	3	-1.0%	-5
Cc1cccc(CNC(=O)CC2C(=O)NCCN2C2CCCC2)c1 (stereo not drawn)
  -0.3	4	-14	-1	-6%	1	-5	3.6%	-5
CCOC(=O)C1=c2/c(=C/c3ccncc3)c(N)c(C(=O)OC)n2C(=O)C(c2ccncc2)S1 (stereo not drawn)
  -1.5	12	1	-10	-12%	-2	-7	0.9%	nt
O=C(CSC(=S)N1CCCCC1)Nc1nc(-c2ccccc2)c(-c2ccccc2)o1
  0.4	-3	6	1	-10%	1	-23	-1.8%	-4
COc1ccc(S(N)(=O)=O)cc1C(=O)OCC(=O)NC(C)(C#N)C1CC1 (stereo not drawn)
  0.1	-2	nt	-1	nt	6	-15	-0.4%	-10
CCOc1ccccc1NC(=O)c1cc2cc3cc(C)ccc3nc2s1
  0.4	-3	1	-4	3%	0	-1	-0.4%	-8
CNC(=O)/C=C/c1cc(C(=O)c2ccc(Cl)cc2Cl)cn1C
  0.6	-10	-3	2	0%	3	6	0.4%	-13
CC(CC(=O)NC(C)c1ccc2c(c1)OCCO2)c1ccccc1 (stereo not drawn)
  0.3	-8	-6	-6	-5%	3	nt	2.8%	20
COc1ccc(F)cc1S(=O)(=O)N1CCC2(CC1)OCCN2S(=O)(=O)c1cccs1
  0.7	2	-13	-7	nt	7	-8	1.0%	-9
O=C(CSc1nnc(SCc2ccc(Cl)cc2)s1)N/N=C/c1c(Cl)cccc1Cl
  0.5	-5	2	-1	-2%	10	8	-0.7%	9
Cc1nn(-c2ccccc2)c(C)c1NC(=O)COC(=O)C1CC(=O)N(CCc2ccccc2)C1 (stereo not drawn)
  -0.4	14	-2	-5	nt	1	-18	0.2%	2
Cc1ccccc1NCc1ccc([N+](=O)[O-])s1
  -0.6	2	-9	-6	8.9µM*	-3	-13	-2.1%	-32*
CC(C)(C)CC(=O)Nc1cc(S(=O)(=O)N2CCCCCC2)ccc1Cl
  0.7	-1	-5	-5	-16%	4	5	2.0%	-14
CCOc1cccc(C2C(C(=O)c3ccco3)=C(O)C(=O)N2Cc2ccncc2)c1 (stereo not drawn)
  0.2	15	-7	5	5%	1	4	12%	14
Cc1ccc(C#N)c(SCc2nnc(-c3ccc(Cl)cc3)o2)n1
  -0.4	-5	0	-5	-1%	5	nt	0.0%	-11
CN1CCN(C(=S)NC(=O)c2ccco2)CC1
  -0.1	2	0	11	2%	2	-9	3.9%	-8
C/C1=C\CCC2C(/C=C(\C)CC1)OC(=O)C2CN1CCCCC1 (stereo not drawn)
  0.7	6	-9	-1	?	0	-2	0.0%	-1
CCOC(=O)c1cccc(NC(=O)Cn2c(=O)c3cccn3c3ccccc32)c1
  -0.6	3	-3	15	-4%	20	-4	3.7%	-1
CCCNC(=O)c1c(N)n(-c2ccc3c(c2)OCO3)c2nc3ccccc3nc12
  1.6	2	-4	-1	-11%	3	-2	2.0%	-1
CC(C)(C)C(=O)OCc1cn(-c2ccccc2)nn1
  0.0	11	-1	3	-20%	1	-2	3.2%	7
O=C(CCCN1CCC(C(=O)c2ccc(F)cc2)CC1)c1ccc(F)cc1
  -0.9	-19	-8	-8	-3%	7	-2	0.3%	-85*
CCc1cccc(C)c1NS(=O)(=O)c1ccc(-c2cc(C)no2)s1
  0.1	-5	-4	15	4%	3	-9	3.3%	24
C[n+]1ccc(/C=C/c2ccccc2O)c2ccccc21
  0.4	-4	-11	-3	?	-1	-27	-2.6%	19
COc1ccc(CC(=O)OCC(=O)N(C)C2CCS(=O)(=O)C2)cc1OC (stereo not drawn)
  0.0	-2	2	3	nt	0	-4	0.2%	-25
CCOc1ccccc1NC(=O)CSc1nnc2ccc(-c3cccnc3)nn12
  -0.5	2	-4	5	-12%	0	-4	7.4%	-12
CCOc1ccc(/C=C/c2[nH]c(=O)[nH]c(=O)c2[N+](=O)[O-])cc1
  -1.1	3	2	-10	-4%	0	-6	0.4%	-10
c1ccc2c(c1)nc(N1CCCCCC1)c1ccccc12
  -0.2	-4	12	6	81%[activator]	2	-27	7.2%	15
CCOc1cc2c(cc1OCC)C(C(=O)O)C(c1cc(OC)c(OC)c(OC)c1)N(C)C2=O (stereo not drawn)
  -0.4	13	3	8	-5%	2	6	-1.9%	-4
CCOc1ccc(N2C(=O)CC(SC(=NC)Nc3ccc(F)cc3)C2=O)cc1 (stereo not drawn)
  0.0	-3	-4	2	-17%	-2	-16	0.1%	-8
CC(C)C(C)NC(=O)COc1ncnc2ccccc12 (stereo not drawn)
  0.4	1	4	6	-6%	1	7	5.3%	0
COc1ccc(Nc2ncnc3onc(-c4ccc(Cl)cc4)c23)cc1Cl
  1.0	-10	-1	-9	52%[activator]	5	nt	1.5%	-9
COc1ccc2nc3c(nc2c1)CCCC3
  -0.4	7	4	4	9%	3	6	1.5%	7
CCC(C)c1ccc(NC(=S)Nc2ccc(OC)cc2C)cc1 (stereo not drawn)
  -1.2	-2	-12	-2	-13%	9	-26	0.4%	1
Cc1ccc(C(=O)Nc2ccc(F)cc2)cc1S(=O)(=O)N1CCOCC1
  0.9	4	0	-11	-5%	8	-2	0.0%	-10

# In another format: entries from further up
SMILES	TRHR agonist	D2 potentiator	D1 potentiator	TRHR enhancer	Apoferritin bind	D1 agonist	RXFP1 antag	RXFP1 ag	D1 antag
CC(C)(C)C(=O)OCc1cn(-c2ccccc2)nn1	0.0	11	-1	3	-20%	1	-2	3.2%	7
O=C(CCCN1CCC(C(=O)c2ccc(F)cc2)CC1)c1ccc(F)cc1	-0.9	-19	-8	-8	-3%	7	-2	0.3%	-85*
CCc1cccc(C)c1NS(=O)(=O)c1ccc(-c2cc(C)no2)s1	0.1	-5	-4	15	4%	3	-9	3.3%	24

# Later entries
# Order of results: TRHR agonist	D2 potentiator	D1 potentiator	TRHR enhancer	Apoferritin bind	D1 agonist	RXFP1 antag	RXFP1 ag	D1 antag
N#Cc1nc(N)nc(N(c2ccccc2)c2ccccc2)n1
  -0.1	0	-1	-11	-13%	4	-5	0.9%	9
O=C(CSc1ccc(F)cc1)Nc1ccccc1Br
  -0.5	10	0	0	?	3	-6	-1.7%	7
O=C(/C=C(O)/C=C/c1ccc(O)cc1)/C=C/c1ccc(O)cc1
  150*	-4	0	30	nt	432*	nt	3.7%	15
CCOC(=O)[C@@H]1[C@H]2COc3ccccc3[C@@H]2N2C(=O)N(c3cccc(C)c3)C(=O)[C@]12C
  0.0	-3	-3	1	-6%	4	nt	1.7%	-18
COc1ccc(S(=O)(=O)Nc2ccc(NC(C)=O)cc2)cc1OC
  0.6	-5	-7	-5	5%	1	6	2.0%	1
CC(=O)c1csc(COc2ccc(Cl)cc2)n1
  -0.4	-2	3	-4	-7%	0	3	0.1%	-2
O=C(NCc1nnc(SCC(=O)N2CCOCC2)o1)c1cccs1
  0.0	20	-4	6	-1%	8	-1	0.6%	10
COc1ccc(N=C(C)C2=C(O)c3ccccc3C2=O)cc1
  -0.1	-9	-2	-5	4%	0	nt	-0.1%	-19
Cc1ccc(O)c(C(=O)c2cnn(-c3ccccc3)c2)c1
  -0.5	-11	2	0	-18%	4	-12	0.7%	-30
CC(=O)OC1c2ccccc2C(=O)N1Cc1ccccc1Cl (stereo not drawn)
  -0.7	10	13	-1	7%	-3	-5	0.7%	-12

# Ordered by molecular weight (low to high): part of the list above.
# Order of results: TRHR agonist	D2 potentiator	D1 potentiator	TRHR enhancer	Apoferritin bind	D1 agonist	RXFP1 antag	RXFP1 ag	D1 antag
CC(=O)c1csc(COc2ccc(Cl)cc2)n1
  -0.4	-2	3	-4	-7%	0	3	0.1%	-2
Cc1ccc(O)c(C(=O)c2cnn(-c3ccccc3)c2)c1
  -0.5	-11	2	0	-18%	4	-12	0.7%	-30
CCOC(=O)[C@@H]1[C@H]2COc3ccccc3[C@@H]2N2C(=O)N(c3cccc(C)c3)C(=O)[C@]12C
  0.0	-3	-3	1	-6%	4	nt	1.7%	-18
